Bioassay records from PubChem BioAssay.
HCMV inh = qHTS Assay for inhibitors of the human cytomegalovirus (HCMV) | activity change, negative = inhibition, % at 57.5 µM | 4.5% of 410,000 active | HFF cells, HCMV-luciferase reporter, 72 h; active compounds read low; in the data active means activity change below about -60%; inconclusive means no clear call, values can overlap the other calls; inactive means above about -39%; further: on the % scale 0 is the no-effect control and ±100 the full control effect
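Screen run at 2 compound doses on HFFs infected with reporter HCMV, MOI 1 PFU/cell. Luciferase activity from cell lysates at 72 h post infection gave inhibition relative to buffer-only and Salinomycin wells.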
AmpC inh detg = qHTS Inhibitors of AmpC Beta-Lactamase (assay with detergent); P00811; AmpC hydrolysis of nitrocefin, absorbance 480 nm, 0.01% Triton; Potency, µM (top dose mostly 114 µM), inactives show at the top dose activity change, negative = inhibition, hits mostly inhibitors; 0.041% of 370,000 active;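 further: potency means the concentration at half of the fitted maximal effect; 0% = no-compound wells and -100% = no-enzyme wells; nearly all actives have a fitted effect of over 25% in size; some results filed as inactive show a strong effect at the top dose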
Target sequence (P00811 whole entry, looked up): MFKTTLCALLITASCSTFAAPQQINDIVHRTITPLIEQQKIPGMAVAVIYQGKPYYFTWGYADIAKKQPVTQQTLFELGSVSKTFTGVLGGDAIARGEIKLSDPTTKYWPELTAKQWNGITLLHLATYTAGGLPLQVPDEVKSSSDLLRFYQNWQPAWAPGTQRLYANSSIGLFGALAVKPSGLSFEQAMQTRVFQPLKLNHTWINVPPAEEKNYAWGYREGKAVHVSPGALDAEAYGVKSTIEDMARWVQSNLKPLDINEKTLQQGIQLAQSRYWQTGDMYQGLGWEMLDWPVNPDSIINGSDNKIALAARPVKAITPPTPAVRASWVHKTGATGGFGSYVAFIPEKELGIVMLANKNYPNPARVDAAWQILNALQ
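20 mM phosphate pH 7.0 + 0.01% (detergent screen) or 0.0001% Triton X-100; 5.3 nM AmpC reagent; cpd preinc 15 min RT; nitrocefin (800 uM stock) to start; A480 q20 s × 4 min; Activity was normalised to no-enzyme and no-compound control wells.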
Giardia FBPA inh = qHTS Assay for Inhibitors of Fructose-1,6-bisphosphate Aldolase from Giardia Lamblia; purified Giardia FBPA; 0.71% of 290,000 active; Potency, µM (titrated, usually from 59.6 µM), without a hit: at the top dose activity, negative = inhibition, most hits filed as inhibitors; further: potency means the concentration at half of the fitted maximal effect; on the % scale 0 is the no-effect control and ±100 the full control effect; nearly all actives have a fitted effect of over 55% in size
Target sequence (A8B2U2 whole entry, looked up): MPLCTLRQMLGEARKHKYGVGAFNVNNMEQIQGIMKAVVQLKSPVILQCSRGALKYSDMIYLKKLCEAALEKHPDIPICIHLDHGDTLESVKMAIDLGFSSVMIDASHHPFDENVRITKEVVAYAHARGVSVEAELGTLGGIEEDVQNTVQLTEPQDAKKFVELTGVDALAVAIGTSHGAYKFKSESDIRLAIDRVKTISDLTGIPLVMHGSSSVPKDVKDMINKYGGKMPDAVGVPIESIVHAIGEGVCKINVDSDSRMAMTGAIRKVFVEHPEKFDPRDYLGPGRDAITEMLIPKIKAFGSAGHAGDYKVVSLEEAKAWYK
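Giardia FBPA (40 nM reagent) was preincubated 10 min at RT with compound (up to 57.5 uM final), then substrate plus GAPDH/TPI/NAD/arsenate coupling system with diaphorase/resazurin was added; resorufin fluorescence (525/598 nm) was read after 20 min.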
CHX counter = Cycloheximide Counterscreen for Small Molecule Inhibitors of Shiga Toxin | cell reporter, cycloheximide protein synthesis inhibition counterscreen | max response, % | 12% of 300,000 active; in the data active means max response mostly above about 13%, no sharp cut-off; inactive means mostly below about 14%; further: read at 38.3 µM for the half of the compounds with a filed dose; 0% is about no effect
Shiga toxin inh = A qHTS for Small Molecule Inhibitors of Shiga Toxin. Vero cells, Shiga toxin protein synthesis inhibition reporter. inhibition, % at 38.7 µM. 9.2% of 290,000 active; in the data active means inhibition mostly above about 28%, no sharp cut-off; inactive means mostly below about 43%; further: 0% is about no effect
AmpC no deterg = qHTS Inhibitors of AmpC Beta-Lactamase (assay without detergent) | P00811 | AmpC nitrocefin hydrolysis, absorbance 480 nm, 0.0001% Triton | Potency, µM (series often up to 57.1 µM), for inactives: at the highest dose activity change, negative = inhibition, most hits filed as inhibitors | 0.52% of 330,000 active | AID 485341, 2010;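 further: potency means the concentration at half of the fitted maximal effect; plate controls were no compound for no effect and no enzyme for full effect; nearly all actives have a fitted effect of over 20% in size; some results filed as inactive show a strong effect at the top dose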
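20 mM phosphate pH 7.0 + 0.01% (detergent screen) or 0.0001% Triton X-100; 5.3 nM AmpC reagent; cpd preinc 15 min RT; nitrocefin (800 uM stock) to start; A480 q20 s × 4 min; Activity was normalised to no-enzyme and no-compound control wells.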
AMA1-RON2 inh = qHTS for Inhibitors of AMA1-RON; Towards Development of Antimalarial Drug Lead: Primary Screen; Potency, µM (top dose mostly 58.2 µM), for inactives: top-dose activity change, negative = inhibition, hits mostly inhibitors; Plasmodium falciparum AMA1 (3D7) - RON2 peptide interaction; AlphaScreen AMA1-biotinylated RON2 peptide binding; 0.2% of 360,000 active;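 further: potency means the concentration at half of the fitted maximal effect; 0% = vehicle wells and -100% = peptide control; nearly all actives have a fitted effect of over 45% in size; some results filed as inactive show a strong effect at the top dose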
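AMA1 (3D7) with his tag at 25 nM final met compounds first, then biotinylated RON2 peptide at 25 nM; detection used donor plus acceptor beads, 10 µg/mL apiece, read by AlphaScreen after 30 min at room temperature.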
An asterisk follows results filed as active; u = inconclusive; x = not tested or not shown; [ ] = remark or other dose. Unless noted, the call rests on the fitted dose curve; in most records, active means well fitted curve in the direction sought with a large enough effect; inconclusive means small, poorly fitted or top-dose-only effect, or another doubt; inactive means no such curve, though single readings can be large; an effect the other way counts as inactive or inconclusive.

SMILES	HCMV inh	AmpC inh detg	Giardia FBPA inh	CHX counter	Shiga toxin inh	AmpC no deterg	AMA1-RON2 inh
CCOc1ccccc1NC(=O)Cc1cccs1	48.8	0.5%	-2.9%	-3.4	-4.9	-21.6%	-6.8%
CC(C)[C@H](NC(=O)c1ccccc1)C(=O)OCC(=O)Nc1sccc1C(N)=O	1.0	x	x	x	x	-26.2%	18.7%
CCCc1cc(=O)oc2cc(OCC(=O)N3CCN(C(=O)C4COc5ccccc5O4)CC3)ccc12 (stereo unspecified)	48.0	u	x	9.7	-4.1	131.0%[activator]	-7.8%
Cc1sc2nc(C3CC3)nc(N3CCN(C(=O)c4ccccc4F)CC3)c2c1C	-26.2	3.7%	x	-3.7	-2.9	66.9%[activator]	-19.6%
Cc1ccsc1CN(C(=O)c1ccc([N+](=O)[O-])cc1)C1CCS(=O)(=O)C1 (stereo unspecified)	26.4	-0.8%	x	-0.8	-7.5	50.6%[activator]	-17.5%
O=C(NCCc1ccccc1F)C1CCCN1S(=O)(=O)c1ccccc1 (stereo unspecified)	32.6	-3.7%	5.7%	-5.3	-3.5	5.9%	4.9%
Cc1ccccc1NC(=O)CSc1nnc(CNC(=O)c2ccc3c(c2)OCO3)n1C	-3.7	-3.5%	13.0%	-2.0	-3.2	-11.0%	4.9%
COc1ccc(S(=O)(=O)N2CCCCCC2)cc1C(=O)NCCOc1ccc(C)cc1	-29.1	u	x	x	x	-6.4%	14.3%
S=C(NCCCN1CCOCC1)N1CCOCC1	-15.3	-3.5%	-5.4%	-1.1	-3.5	-19.8%	11.0%
CC(C)CC(=O)Nc1nnc(SCC(=O)Nc2nccs2)s1	-63.1*	u	-4.4%	1.0	-15.2	-7.6%	-8.9%
CCCNC(=O)c1cccc(COCC(F)(F)C(F)F)c1	-5.4	2.6%	3.1%	5.9	9.1	u	14.6%
CCCCC(=O)N/N=C/c1c(O)n(C2CC2)c(=S)[nH]c1=O	28.4	-7.3%	-17.0%	-2.6	7.0	30.1%[2.29 µM]	0.6%
CN1C(=O)NC(c2cccc(F)c2)C2=C1CC(C)(C)CC2=O (stereo unspecified)	28.2	-0.7%	-4.4%	-4.9	-4.5	-2.2%	0.0%
CC1Oc2ccccc2N(CC(=O)N2CCCc3ccccc32)C1=O (stereo unspecified)	79.4	u	-0.6%	8.4	-4.2	-4.0%	-2.6%
CCN(c1ccccc1)S(=O)(=O)c1ccc(C(=O)NNC(=O)c2ccccc2F)cc1	-13.9	2.3%	x	x	x	-14.0%	70.5%[activator]
COc1ccc2c(CC(=O)Nc3ccc(N4CCOCC4)cc3)coc2c1	39.7	-0.9%	0.4%	6.8	-6.5	1.5%	-4.9%
COc1ccc(NC2CC(=O)N(C(C)C)C2=O)cc1 (stereo unspecified)	83.2	u	u	8.0	22.6	-18.7%	6.5%
CS(=O)(=O)NCCCNc1ccc(Cl)cc1[N+](=O)[O-]	-26.1	3.7%	-0.8%	7.0	-9.1	-8.3%	-5.2%
CCc1nnc(NC(=O)CSc2nnc(-c3ccc(OC)cc3)n2C)s1	6.5	u	3.7%	-2.8	9.9	-7.5%	-0.9%
CN(C)n1cccc1/C=C(\C#N)S(=O)(=O)c1ccc(Cl)cc1	-21.4	12.7%	-7.3%	-1.1	9.2	-25.2%	-10.3%
Cc1cc(NC(=O)COC(=O)CCNS(=O)(=O)c2c(Cl)cccc2Cl)no1	-1.8	1.3%	-2.0%	-2.7	-13.3	-31.7%	9.4%
COCCNC(=O)NC12CC3(C)CC(C)(CC(C)(C3)C1)C2	u	2.1%	0.0%	-1.7	7.8	-4.7%[2.29 µM]	12.5%
c1ccc(COc2cccc(CN3CCN(c4ccccn4)CC3)c2)cc1	12.0	1.8%	-1.4%	15.2	15.9	x	u
Cc1ccc(S(=O)(=O)N2Cc3ccccc3CC2C(=O)Nc2ccc3c(c2)OCO3)cc1 (stereo unspecified)	-16.2	-0.5%	-12.8%	30.4*	60.2*	-32.3%	-13.7%
CC1=C(C(=O)OCc2ccccc2)C(c2cccc(Cl)c2Cl)NC(=O)N1CCCCCC(=O)O (stereo unspecified)	-1.8	-1.8%	u	-2.8	-0.9	-8.7%	-5.1%
CC(=O)Nc1ccc(OS(=O)(=O)c2c(C)cc(C)cc2C)cc1	u	u	-11.6%	-0.9	-15.5	19.3%	-4.8%
CCOC(=O)c1c(C)nc(C)c(C(=O)OCC)c1-c1cccc(N)c1	-4.9	-0.9%	8.8%	10.8	10.2	27.6%	3.8%
Cc1occc1C(=O)Nc1ccc(OCc2ccccc2)cc1	19.8	-5.2%	-7.3%	4.4	20.7	-21.0%	-3.5%
C[C@H](CO)N1C[C@H](C)[C@@H](CN(C)S(=O)(=O)c2cccs2)Oc2c(NC(=O)C3CC3)cccc2C1=O	5.9	x	x	x	x	48.4%	15.7%
Cc1ccc[n+](-c2nc3ccccc3nc2[N-]S(=O)(=O)c2ccccc2)c1	-19.4	1.1%	0.1%	-2.8	-4.9	-9.8%	0.1%
Cc1cc(NC(=O)c2ccc3c(c2)OCCO3)ccc1NC(=O)c1cc2ccccc2o1	-7.5	2.0%	-6.0%	15.8*	71.1*	-5.3%	-1.9%
CC(C)Cc1ccccc1S(N)(=O)=O	-38.3	-9.9%	-10.1%	0.4	3.5	-19.1%	-4.8%
O=C(COC(=O)c1ccc(F)c(S(=O)(=O)N2CCOCC2)c1)NCc1ccc(Cl)cc1	-3.1	x	x	x	x	4.4%	7.1%
CCCCCCCCCn1c2c(c(=N)c3c1CCC3)CCC2	x	u	3.1%	-4.6	-6.8	41.6%	0.0%
CCCCn1c(N)c(N(CC(C)C)C(=O)c2ccc(-c3ccc(C(C)=O)cc3)o2)c(=O)[nH]c1=O	29.1	1.1%	x	x	x	222.6%[activator]	-13.1%
Cc1ccc(C)c(OCC(=O)Nc2ccccc2C(=O)NC2CC2)c1	-11.6	-12.6%	x	-0.7	-3.8	-8.1%	6.3%
Oc1ccccc1C1=NCCNC(C(F)(F)C(F)F)=C1	9.3	u	-0.8%	-3.0	-10.6	-5.8%	5.5%
N/C(CC(=O)Nc1cc(C(F)(F)F)ccc1Cl)=N\O	19.3	-5.4%	0.5%	-0.3	-5.7	-21.6%	27.7%
CN(C)S(=O)(=O)c1ccc(NC(=O)CN2CCCC2c2ccc3c(c2)OCCCO3)cc1 (stereo unspecified)	0.0	4.3%	x	x	x	16.2%	46.9%[activator]
Cc1ccc(-n2c(=S)[nH]c3[nH]ncc3c2=O)cc1	23.5	1.8%	15.8µM*	13.3	0.8	-18.9%	73.6%[activator]
CCN(C(=O)COC(=O)C1CCN(S(=O)(=O)c2ccc3c(c2)OCCO3)CC1)C1CCCCC1	-21.1	-21.4%	x	x	x	104.2%[activator]	0.2%
CC(=O)NN1C(=O)/C(=C\c2ccc(Cl)cc2)SC1=S	62.8	0.7%	-1.2%	-1.2	50.9	-6.5%	20.4%
Cc1c(C(=O)NCCc2ccc(S(N)(=O)=O)cc2)cccc1[N+](=O)[O-]	u	0.6%	2.5%	-3.2	-4.1	-14.2%	15.8%
COc1ccc(COC(=O)CCNC(=O)c2ccc(Cl)cc2)cc1	8.2	u	x	x	x	-3.1%	6.9%
CC(C)(C)c1ccc(Oc2ccc(NC(=O)C3CC=CCC3C(=O)O)cc2)cc1 (stereo unspecified)	-2.6	-9.5%	u	-16.2	-22.7	-0.1%	12.1%
COc1ccccc1-c1nnc(SCc2ccccn2)n1C	-12.0	-14.4%	-10.6%	7.5	1.3	-14.5%	-1.8%
Fc1ccc(C2CCCN2Cc2nc(-c3cnccn3)no2)cc1 (stereo unspecified)	u	-0.9%	3.9%	-5.9	-4.9	4.6%	4.9%
CCOC(=O)c1c(C)[nH]c2cc(Br)c(O)cc12	135.3	u	-14.1%	38.1*	65.5*	-36.7%	9.7%
COc1ccc(-n2ccnc(SCC(=O)NC3CCCCC3)c2=O)cc1	x	1.4%	x	-3.4	14.3	-6.8%	12.0%
NC(=O)NC(=O)COC(=O)c1cccc(NS(=O)(=O)/C=C/c2ccccc2)c1	34.0	3.2%	0.6%	-1.7	-9.9	-38.7%	-15.3%
CNC(=O)CSc1nnc(COc2ccc(Cl)cc2)n1CCOC	33.1	-5.9%	-7.2%	1.5	-4.8	-6.3%	u
CCC(C)NC(=O)c1ccc(NC(=O)C2CCCO2)cc1 (stereo unspecified)	2.2	-8.4%	4.2%	-0.8	2.7	-6.3%	39.8%
Cc1nc(C)c(Oc2ccc(Cl)cc2Cl)c(=O)[nH]1	-11.7	1.0%	-0.1%	-2.0	4.0	-11.6%	-7.9%
CCn1c(O)c(/C=N/N=C/c2ccc(OC)cc2)c2cc(C3=NNC(=O)CC3)ccc21	0.0	-8.3%	-7.2%	-1.8	3.9	0.9%	-19.3%
CN1CCN(S(=O)(=O)c2cccc3nsnc23)CC1	-10.9	-3.9%	-4.2%	-3.4	32.5	-24.2%	7.7%
CN1C2CCC1CC(=NO)C2	-0.1	u	6.5%	-2.0	-8.8	-3.6%	-2.1%
CSCCC(NC(=O)c1cccc(C)c1)C(=O)O (stereo unspecified)	14.6	-2.7%	-0.9%	6.0	-2.2	-9.9%	-5.1%
COc1ccc(-c2noc(CN(C)C3CCOCC3)n2)cc1	11.5	6.4%	-2.3%	13.2	29.6	-3.4%	5.2%

Five compounds picked at random from the list so far, as already listed:
SMILES	HCMV inh	AmpC inh detg	Giardia FBPA inh	CHX counter	Shiga toxin inh	AmpC no deterg	AMA1-RON2 inh
CCn1c(O)c(/C=N/N=C/c2ccc(OC)cc2)c2cc(C3=NNC(=O)CC3)ccc21	0.0	-8.3%	-7.2%	-1.8	3.9	0.9%	-19.3%
CCC(C)NC(=O)c1ccc(NC(=O)C2CCCO2)cc1 (stereo unspecified)	2.2	-8.4%	4.2%	-0.8	2.7	-6.3%	39.8%
COc1ccc(COC(=O)CCNC(=O)c2ccc(Cl)cc2)cc1	8.2	u	x	x	x	-3.1%	6.9%
CCN(C(=O)COC(=O)C1CCN(S(=O)(=O)c2ccc3c(c2)OCCO3)CC1)C1CCCCC1	-21.1	-21.4%	x	x	x	104.2%[activator]	0.2%
CN1C2CCC1CC(=NO)C2	-0.1	u	6.5%	-2.0	-8.8	-3.6%	-2.1%
